# IDE act: activators of human insulin-degrading enzyme in cells. activation, % at 5.96 µM. HEK cells, FAbeta-B cleavage, fluorescence polarization; 0% vehicle, 100% cell-free pure enzyme wells. 340,000 compounds, 0.073% hits. P14735;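 active = activation above the mean of all tested compounds plus 3 SD, set per screening campaign, cut at about 17% in these data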
# Target sequence (P14735 whole entry, looked up): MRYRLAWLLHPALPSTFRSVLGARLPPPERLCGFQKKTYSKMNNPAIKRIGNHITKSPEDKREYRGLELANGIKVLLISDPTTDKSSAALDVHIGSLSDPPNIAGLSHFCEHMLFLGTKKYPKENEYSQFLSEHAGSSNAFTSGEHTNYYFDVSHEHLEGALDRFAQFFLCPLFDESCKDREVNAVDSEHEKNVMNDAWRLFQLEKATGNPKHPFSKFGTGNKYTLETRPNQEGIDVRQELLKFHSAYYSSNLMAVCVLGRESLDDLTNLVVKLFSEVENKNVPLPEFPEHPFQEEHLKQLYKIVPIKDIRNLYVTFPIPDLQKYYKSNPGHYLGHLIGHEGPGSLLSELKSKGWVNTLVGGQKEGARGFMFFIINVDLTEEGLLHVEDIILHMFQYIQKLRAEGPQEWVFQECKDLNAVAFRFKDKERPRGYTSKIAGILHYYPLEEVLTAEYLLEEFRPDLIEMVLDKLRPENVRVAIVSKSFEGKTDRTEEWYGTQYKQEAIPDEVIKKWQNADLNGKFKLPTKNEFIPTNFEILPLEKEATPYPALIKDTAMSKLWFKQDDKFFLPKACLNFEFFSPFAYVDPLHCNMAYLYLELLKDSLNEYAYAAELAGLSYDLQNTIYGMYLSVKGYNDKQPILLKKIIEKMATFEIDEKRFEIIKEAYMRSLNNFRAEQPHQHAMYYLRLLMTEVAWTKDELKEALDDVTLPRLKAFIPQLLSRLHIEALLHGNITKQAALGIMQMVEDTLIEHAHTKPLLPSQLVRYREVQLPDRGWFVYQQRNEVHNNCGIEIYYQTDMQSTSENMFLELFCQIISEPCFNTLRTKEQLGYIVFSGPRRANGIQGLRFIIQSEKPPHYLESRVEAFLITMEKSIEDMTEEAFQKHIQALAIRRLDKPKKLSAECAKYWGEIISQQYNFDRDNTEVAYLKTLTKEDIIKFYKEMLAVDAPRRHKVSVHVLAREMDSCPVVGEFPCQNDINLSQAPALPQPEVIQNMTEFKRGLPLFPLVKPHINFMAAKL
# Active calls of the source: *. This is a subset; count on the stated rates, not on these rows.
compound,IDE act
COc1ccc(C(=O)Nc2ccc(N3CCOCC3)cc2)cc1S(=O)(=O)N1CCOCC1,0
NC(=S)NN=C1c2ccccc2-c2c(F)c(F)c(F)c(F)c21,-3
O=C(O)c1cc([N+](=O)[O-])cc2ccccc12,-4
COc1cc(OC)c2c(c1)OC(=O)CC2c1cc(OC)c(OC)c(OC)c1 (stereo not drawn),-1
O=S(=O)(c1ccccc1)N1CCN(S(=O)(=O)c2ccccc2)c2ccccc21,2
CN(C)S(=O)(=O)c1ccc(N2CCCC2)c(C(=O)N2CCN(S(=O)(=O)c3ccc(F)c(F)c3)CC2)c1,-1
O=C(COC(=O)Cc1cccc(F)c1)NC(=O)NC1CCCCC1,5
Cc1ccccc1NC(=O)N(O)C1(C#N)CCCCC1,2
CCN(c1ccccc1)S(=O)(=O)c1cccc(C(=O)OCC(=O)c2c(N)n(C)c(=O)n(C)c2=O)c1,2
CC(C)c1ccc(/C=c2\sc3n(c2=O)C(N)=C(C#N)C(c2ccc(C(C)C)cc2)C=3C(N)=O)cc1 (stereo not drawn),1
O=C1NC(=O)C(Cc2ccc(Cl)cc2)(c2ccccc2)N1 (stereo not drawn),2
CC(C)C[C@@H](CN)NC(=O)c1nc[nH]c1C(=O)N[C@@H](Cc1ccccc1)C(=O)CNC[C@H](C)NC(=O)c1nc[nH]c1C(=O)N[C@@H](CC(=O)O)C(=O)O,3
Nc1nc2cc(Cl)c(Br)cc2o1,-7
CC(=O)c1ccc2c(c1)CC1(C2)Cc2cc3c(cc2C1)C(=O)CC3 (stereo not drawn),-1
Cn1nc(SCc2ccccc2)c(=O)n(C(c2ccccc2)c2ccccc2)c1=O,0
COc1ccccc1C(=O)NCCC(=O)N1CCN(C(=O)c2ccco2)CC1,-1
O=C(COC(=O)c1ccc(S(=O)(=O)N2CCCCC2)cc1)NCc1ccc(F)cc1,1
COc1cc(N)c2ncsc2c1,7
O=C(O)c1ccc(S(=O)(=O)c2ccccc2)s1,7
CN(CC(=O)Nc1sccc1C#N)S(=O)(=O)c1ccc(F)cc1,1
COC1OC(O)C(NC(=O)C(F)(F)F)CC1O (stereo not drawn),5
COC(=O)c1ccc(Cn2cnc3c(N)ncnc32)cc1,6
O=C1Nc2ccccc2C1=Nc1ccccc1-c1ccccc1,2
OCCCNc1ncnc2[nH]ncc12,4
CCNC1CCC(Nc2ccnc3cc(Cl)ccc23)CC1 (stereo not drawn),4
O=C(COC(=O)c1ccc(S(=O)(=O)NCc2ccco2)cc1)Nc1ccccc1,5
COc1ccc2[nH]cc(CCNC(=O)Cn3cc(C)c(=O)[nH]c3=O)c2c1,5
C[C@]12CC[C@H](O)C[C@@H]1CC[C@@H]1[C@@H]2CC[C@@]2(C)[C@H]1CCC(=O)[C@]21CCCO1,-1
Cc1cccc2c1NC(=O)C2=O,4
Nc1nnnn1-c1cccc([N+](=O)[O-])c1,3
CC1=NN(c2ccccc2C)C(=O)C1,0
CC1=CC(C)(C)NC(=S)N1CCO,-2
CCn1nnnc1SCC(=O)N1N=C(c2cccs2)CC1c1cccs1 (stereo not drawn),-2
O=S(=O)(c1ccc(Br)cc1F)N1CCC(O)CC1,4
CCCCN1C=C(C(=O)OCC)C(=O)CC1,6
CCN(CC(=O)Nc1ccc2c(c1)OCCO2)C(=O)C(C)Oc1ccc(F)cc1 (stereo not drawn),2
Cc1cn([C@H]2C[C@H](O)[C@@H](CCC(=O)NCc3ccccc3)O2)c(=O)[nH]c1=O,1
Cc1noc(C)c1COc1ccccc1C(=O)NC(C)c1ccc(F)cc1 (stereo not drawn),-1
CC(CNCCCn1ccc(NC(=O)OCc2ccccc2)nc1=O)c1ccccc1 (stereo not drawn),-2
O=C(/C(=N/O)c1ccccc1)c1ccccc1,3
O=C(Nc1cccc(Br)c1)C1CC(=O)N(C2CCCC2)C1 (stereo not drawn),5
O=C(OCc1cc(=O)c(OC(=O)c2ccccc2)co1)c1ccccc1,-2
O=C(O)c1cn(-c2ccc(F)cc2)c2cc(N3CCNCC3)c(F)cc2c1=O,3
Cc1nnc(NS(=O)(=O)c2ccc(N=Nc3ccc(N)nc3N)cc2)s1,3
O=C1[C@H](c2ccccc2)[C@@H](c2ccccc2)N1c1ccncc1,-10
O=C1CCN(Cc2ccc(Cl)cc2Cl)C(=O)N1,1
CCn1c(N2CCN(C(c3ccccc3)c3ccccc3)CC2)nc2c1c(=O)[nH]c(=O)n2C,6
CCOC(=O)C(C(=O)OCC)C(c1ccccc1)N1CCN(c2ccccc2)CC1 (stereo not drawn),0
O=S(=O)(c1ccccc1)c1nc(-c2ccc(Cl)cc2)oc1NCCCN1CCOCC1,-1
CC(C)Oc1ccc(S(=O)(=O)N2CCOCC2)cc1NC(=O)C1=NN(c2ccccc2)C(=O)CC1,-5

# Continuation:
compound,IDE act
CC(C)CN(C(=O)COC(=O)c1cc(=O)[nH]c2ccccc12)c1c(N)n(Cc2ccccc2)c(=O)[nH]c1=O,1
CSCCC(NC(=O)c1ccccc1Cl)C(=O)NCC(c1cccs1)N(C)C (stereo not drawn),7
COc1ccc(-c2cn3c(C)c(C(=O)N4CCN(c5ccccc5)CC4)sc3n2)cc1,0
CCOC(=O)c1ccc(S(=O)(=O)N2CCC(C(=O)Nc3nnc(C)o3)CC2)cc1,5
O=C1c2ccccc2[C@@H]2C[C@@H](O)[C@H](Nc3ccccc3Cl)CCN12,4
COCc1nnc(NS(=O)(=O)c2ccc(OC)cc2)s1,4
Cc1cc(C(C)(C)C)cc(C)c1CCNC(=O)c1c(C)noc1C,-1
COC(=O)CC(CC(=O)OC)n1cccc1,3
COc1cc(OC)c2c(-c3cccc(-c4cccc(N)c4)c3)cc(=O)oc2c1,3
O=S(=O)(N[C@H](CO)Cc1ccccc1)c1ccc(Br)cc1F,5
CCOC(=O)C1=C(COC(=O)c2ccc(Cl)c(S(=O)(=O)N3CCOCC3)c2)NC(=O)NC1C (stereo not drawn),-5
CC[C@]12c3[nH]c4cc(CCC(=O)N(C)C)ccc4c3CCN1C(=O)[C@@H](CC(=O)NCC13CC4CC(CC(C4)C1)C3)C[C@@H]2C(=O)N1CCN(C(=O)c2ccco2)CC1,1
CC(C)N(C(=O)[C@H]1C[C@H](CC(=O)NCCC2=CCCCC2)C(=O)N2CCc3c([nH]c4cc(CCC(=O)N(C)C)ccc34)[C@]12C)C(C)C,2
CC(=O)N(CC(=O)N(CC(=O)O)c1ccc(Cl)cc1)c1ccc(Cl)cc1,1
CC(=O)Nc1ccc2c(O)cc(S(=O)(=O)O)cc2c1,4
CCN(Cc1nc2cc(Cl)ccc2c(=O)[nH]1)C(=O)c1cc(C2CC2)nn1-c1ccccc1,-1
COc1cccc(C=NNC(=O)c2ccncc2)c1O,2
O=C1NC(=O)C(c2ccccc2)(C2CCCC2)N1 (stereo not drawn),3
ClCC(CNCc1ccccc1)c1ccccc1 (stereo not drawn),3
COc1ccccc1NC(=O)c1ccc(NC(=O)C2CC2)cc1,2
Cn1cnc([N+](=O)[O-])c1Sc1nc(N)nc2c1ncn2C1CC(O)C(CO)O1 (stereo not drawn),0
Cn1c(-c2ccc(C#N)cc2)c(C#Cc2ccccc2)c2ccccc21,7
CCCCn1c(N)c(N(CC(C)C)C(=O)c2cc(Br)c(Br)s2)c(=O)[nH]c1=O,1
CN(C)C(=O)CCc1ccc2c3c([nH]c2c1)[C@]1(C)[C@@H](C(=O)N2CCCCC2)C[C@H](CC(=O)NCCc2ccccn2)C(=O)N1CC3,1
NC(=N\N=CCc1ccccc1)/C(N)=N/N=CCc1ccccc1,7
C[C@H]1CN([C@@H](C)CO)C(=O)Cc2cc(NC(=O)Nc3ccccc3)ccc2O[C@H]1CN(C)Cc1ccccc1,3
CC(C)(C)OC(=O)N(CCc1ccccc1)Cc1cccc(OCc2cccc(NC(=O)C3CC3)c2)c1,-1
CC[C@]12c3[nH]c4cc(-c5ccco5)ccc4c3CCN1C(=O)[C@@H](CC(=O)NCCCn1ccnc1)C[C@@H]2C(=O)N1CCN(C(=O)c2ccco2)CC1,4
COc1ccc(-c2c(C)cc3oc(=O)cc(-c4ccccc4)c3c2C)cc1,-1
O=C(COC(=O)C12CC3CC(CC(O)(C3)C1)C2)Nc1cccc(Br)c1,-3
O=c1cc(-c2ccccc2)[nH]n1-c1ccccc1,5
CCC12C(=Nc3c(Cl)cccc31)C[C@@H]1CCN3C(=O)CCC[C@H]2[C@H]13 (stereo partly drawn),-5
CC(=O)Nc1c(Cl)cc2c(c1Cl)Cc1ccccc1-2,-1
CC(=O)OC(C)C1C2=C(C(=O)CC1(C)O)C(=O)c1c(ccc(-c3ccc4c(c3O)C(=O)C3=C(C4=O)C(C(C)OC(C)=O)C(C)(O)CC3=O)c1O)C2=O (stereo not drawn),-3
Cc1ncc(CO)c(/C=N/NC(=O)c2ccoc2C)c1O,-1
CC(C)C(NC(=O)c1ccco1)C(=O)OCC(=O)N1CC(=O)Nc2ccccc21 (stereo not drawn),1
c1ccc(CSc2ncnc3c2ncn3C2CCCCO2)cc1 (stereo not drawn),-4
O=[N+]([O-])c1cccc(C=NN2CCCCCC2)c1,6
Cc1ccc(NC(=O)CN(C)C(=O)CSc2nc3ccccc3c(=O)n2CCO)cc1,-11
O=C(Nc1cc(S(=O)(=O)N2CCOCC2)ccc1N1CCCC1)c1cc(F)c(F)cc1Cl,0
COc1cc(C(=O)NCCCN2CCCC2=O)ccc1OCc1ccc(Cl)cc1Cl,-7
CC(=O)Nc1ccc(C=NNC(=O)C2CC2)cc1,5
C[C@]12c3[nH]c4cc(-c5ccco5)ccc4c3CCN1C(=O)[C@@H](CC(=O)NCCCn1ccnc1)C[C@@H]2C(=O)N1CCCCC1,5
Cc1cc(C)c(CC(=O)c2ccccc2)c(C)c1,1
CC[C@]12c3[nH]c4ccc(Cl)cc4c3CCN1C(=O)[C@@H](CC(=O)NCCCn1ccnc1)C[C@@H]2C(=O)N1CCN(C(=O)C2CC2)CC1,-2
CCCn1cnc2c(SCc3ccccn3)nc(N)nc21,3
CC1CN(Cc2ccccc2)C(=O)N(c2ccccc2)C1=O (stereo not drawn),0
COc1ccc(CCC2(C)OCC(CCCCO)O2)cc1 (stereo not drawn),6
CCOC(=O)C1CCCN(C(=O)c2cc3ccccc3cc2OC)C1 (stereo not drawn),-1
COc1ccc2[nH]c3c(c2c1)CCN1C(=O)C(CC(=O)NCc2ccco2)C[C@H](C(=O)N(C(C)C)C(C)C)[C@@]31C (stereo partly drawn),6

# Arranged by value in IDE act (low to high): some entries from above
smiles,IDE act
Cc1ccc(NC(=O)CN(C)C(=O)CSc2nc3ccccc3c(=O)n2CCO)cc1,-11
CC(=O)OC(C)C1C2=C(C(=O)CC1(C)O)C(=O)c1c(ccc(-c3ccc4c(c3O)C(=O)C3=C(C4=O)C(C(C)OC(C)=O)C(C)(O)CC3=O)c1O)C2=O (stereo not drawn),-3
O=C(Nc1cc(S(=O)(=O)N2CCOCC2)ccc1N1CCCC1)c1cc(F)c(F)cc1Cl,0
COc1ccc(CCC2(C)OCC(CCCCO)O2)cc1 (stereo not drawn),6

# An excerpt from above in order of heavy-atom count, ascending:
compound,IDE act
O=C(O)c1ccc(S(=O)(=O)c2ccccc2)s1,7
CCOC(=O)C(C(=O)OCC)C(c1ccccc1)N1CCN(c2ccccc2)CC1 (stereo not drawn),0
CCn1c(N2CCN(C(c3ccccc3)c3ccccc3)CC2)nc2c1c(=O)[nH]c(=O)n2C,6
C[C@]12c3[nH]c4cc(-c5ccco5)ccc4c3CCN1C(=O)[C@@H](CC(=O)NCCCn1ccnc1)C[C@@H]2C(=O)N1CCCCC1,5

# Next part:
compound,IDE act
CCC(C)N(C(=O)CSc1nnc(-c2cccs2)n1C1CC1)C1CCS(=O)(=O)C1 (stereo not drawn),5
CC(=O)Nc1cc2c(cc1[N+](=O)[O-])-c1ccccc1C2O (stereo not drawn),-7
O=C(O)c1cc(N2CCCC2)ccn1,-6
CCCN1C(C)C(C(=O)OCC)=CN(Cc2cccc(I)c2)S1(=O)=O (stereo not drawn),5
CN(C(=O)c1cccc(NC(=O)Cc2ccc(NC(=O)C3CCN(C(=O)c4ccccc4)CC3)cc2)c1)C1CCC1,3
CC(C)(C)S(=O)N1Cc2cc(CO)ccc2[C@@H]1CCO (stereo partly drawn),-1
O=C(c1cccc(S(=O)(=O)N2CCCC2)c1)N1CCN(S(=O)(=O)c2cccc(Cl)c2)CC1,-4
O=C(NCCCCc1ccccc1)c1cccc(NC(=O)C2CCC2)c1,-1
COC(=O)C1C2CC3c4[nH]c5cc(OC)ccc5c4CCN3CC2CC(O)C1OC (stereo not drawn),-1
C=CCN(c1ccccc1OC)S(=O)(=O)c1cccc(C(=O)NCc2cccs2)c1,2
Cc1ccc(CC(NC(=O)c2ccc(C)cc2)C(=O)O)cc1 (stereo not drawn),3
COc1ccc(-c2noc(CCC(=O)N3CCN(c4ccccc4C)CC3)n2)cc1,-6
O=C(CN(C(=O)c1ccccc1)C(=O)c1ccccc1)OCc1ccccc1,1
Cn1c(=O)[nH]c(N)c(Br)c1=O,-3
CCOC(=O)C1=CNS(=O)(=O)NC1c1ccccc1 (stereo not drawn),7
Cc1cccc(C(=O)NC2CC3CCC(C2)N3C)c1 (stereo not drawn),0

# Four neighbouring records out of the list so far, quoted:
compound,IDE act
O=C(CN(C(=O)c1ccccc1)C(=O)c1ccccc1)OCc1ccccc1,1
Cn1c(=O)[nH]c(N)c(Br)c1=O,-3
CCOC(=O)C1=CNS(=O)(=O)NC1c1ccccc1 (stereo not drawn),7
Cc1cccc(C(=O)NC2CC3CCC(C2)N3C)c1 (stereo not drawn),0

# Screening data deposited in PubChem BioAssay by The Scripps Research Institute Molecular Screening Center.
